# NPSR antag – qHTS Assay for Antagonists of the Neuropeptide S Receptor: cAMP Signal Transduction | AID 1461, 2008 | Q6W5P4 | CHO-NPSR cells, cAMP TR-FRET, antagonist mode | Potency, µM (highest dose often 38.3 µM), without a hit: top-dose activity change, negative = inhibition, most hits filed as inhibitors | actives 1% (n = 220,000); also: % is scaled to controls: 0 for no effect and ±100 for the full control effect; nearly all actives have a fitted effect of over 50% in size; many of its hits are not listed in these tables
# Target sequence (Q6W5P4 whole entry, looked up): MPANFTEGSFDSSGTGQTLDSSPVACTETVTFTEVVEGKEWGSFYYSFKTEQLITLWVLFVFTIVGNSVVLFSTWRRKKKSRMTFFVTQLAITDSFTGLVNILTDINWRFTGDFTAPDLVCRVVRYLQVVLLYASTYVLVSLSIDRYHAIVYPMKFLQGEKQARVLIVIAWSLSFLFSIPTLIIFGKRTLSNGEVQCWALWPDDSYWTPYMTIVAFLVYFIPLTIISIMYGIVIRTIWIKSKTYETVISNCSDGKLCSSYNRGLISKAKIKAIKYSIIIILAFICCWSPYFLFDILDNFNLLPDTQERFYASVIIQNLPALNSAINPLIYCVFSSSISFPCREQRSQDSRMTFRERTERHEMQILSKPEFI
# RGS12 GoLoco inh – qHTS Assay for Inhibitors of RGS12 GoLoco Motif Activity (Red Fluorophore) | Guanine nucleotide-binding protein G(i) subunit alpha-1 (Homo sapiens), P63096 | Gai1:RGS12 GoLoco peptide FP, rhodamine, 10 min | Potency, µM (doses to about 61.6 µM), without a hit: at the top dose activity, negative = inhibition, hits mostly inhibitors | actives 0.44% (n = 230,000) | AID 880, 2007; active = well fitted inhibition curve with a large enough effect, not every such curve was filed as active; inactive = no such curve, though single readings can be large or run the other way; also: % is scaled to controls: 0 for no effect and ±100 for the full control effect; nearly all actives have a fitted effect of over 30% in size; many of its hits are not listed in these tables
# Target sequence (P63096 whole entry, looked up): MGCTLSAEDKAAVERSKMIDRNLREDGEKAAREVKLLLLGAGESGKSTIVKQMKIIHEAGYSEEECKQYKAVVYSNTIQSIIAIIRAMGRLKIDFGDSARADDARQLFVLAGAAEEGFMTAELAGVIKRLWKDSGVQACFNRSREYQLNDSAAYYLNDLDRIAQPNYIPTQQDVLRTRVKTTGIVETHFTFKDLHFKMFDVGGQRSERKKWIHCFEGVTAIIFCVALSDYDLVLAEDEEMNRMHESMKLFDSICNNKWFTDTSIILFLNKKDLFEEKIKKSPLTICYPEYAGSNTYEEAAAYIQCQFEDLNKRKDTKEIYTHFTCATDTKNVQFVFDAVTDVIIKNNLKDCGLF
# IMPase Li inh – qHTS Assay for Identifying the Cell-Membrane Permeable IMPase Inhibitors: Potentiation with Lithium; CHO-M1 cells, IP1 TR-FRET (IP-One), carbachol + lithium; Potency, µM (doses to about 59.4 µM), inactives show top-dose activity, negative = IMPase inhibition, usual class: inhibitors; actives 0.35% (n = 210,000); AID 1457, 2008;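 also: IP1 builds up when IMPase is blocked and the TR-FRET signal falls; plate controls were basal vehicle for no effect and high inhibitor control for full effect; nearly all actives have a fitted effect of over 50% in size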
#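 IP1 accumulation measured by competitive TR-FRET in lysed CHO-M1 cells after 30 min compound exposure at 37C, with a small lithium addition to potentiate weak responses. Hill-equation AC50 from ratio and donor-channel data.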
# RECQ1 helicase – qHTS Assay for Inhibitors of RecQ-Like Dna Helicase 1 (RECQ1); RECQ1 DNA unwinding, red fluorescence kinetic read; Potency, µM (titrated, usually from 57.3 µM), for the others: at the top dose activity, negative = inhibition, hits mostly inhibitors; actives 0.54% (n = 240,000);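 also: plate controls were vehicle for no effect and no enzyme for full effect; nearly all actives have a fitted effect of over 30% in size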
#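 50 nM RECQ1T1 preincubated 15 min with compound in Tris pH 8.0 buffer with MgCl2, DTT, Tween-20 and 2.5 ug/ml poly(dI-dC); started with 200 nM TAMRA/BHQ-2 forked duplex and 2 mM ATP. Unwinding read as fluorescence (525/598 nm), two reads 2 h apart.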
# Epigenetic derep – Quantitative High-Throughput Screen for Regulators of Epigenetic Control. murine LDR cells, GFP reporter derepression, 30 h. Potency, µM (titrated, usually from 53.9 µM), for the others: top-dose GFP activation, most hits filed as activators. actives 0.2% (n = 280,000). AID 1865, 2009; also: % of control where 0% means no effect; nearly all actives have a fitted effect of over 60% in size
#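 Derepression of a silenced CMV-GFP reporter in murine LDR cells is scored by enumerating GFP-positive cells with a laser-scanning microplate cytometer after 30 hours of treatment at 37 C.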
# KinaseGlo FLuc – Counterscreen for Luciferase (Kinase-Glo TM) Inhibition; Luciferin 4-monooxygenase (Photuris pensylvanica), Q27757; Kinase-Glo luciferase, ATP luminescence, 8 min; Potency, µM (doses to about 38.3 µM), inactives show top-dose activity change, negative = inhibition, most hits filed as inhibitors; actives 0.28% (n = 200,000); also: % is scaled to controls: 0 for no effect and ±100 for the full control effect; nearly all actives have a fitted effect of over 60% in size
#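 Light output from Kinase-Glo luciferase with luciferin and 10 uM ATP in 50 mM imidazole pH 7.2, KCl, MgCl2, Tween 20, BSA; compound pin-delivered, 8-min ambient incubation, then luminescence read.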
# JMJD2E inh – qHTS Assay for Inhibitors of Human Jumonji Domain Containing 2E (JMJD2E); JMJD2E catalytic domain, FDH-coupled NADH fluorescence (FDH is formaldehyde dehydrogenase); Lysine-specific demethylase 4E (Homo sapiens), B2RXH2; AID 2147, 2009; Potency, µM (series often up to 57.1 µM), for the others: top-dose activity change, negative = inhibition, hits mostly inhibitors; actives 1.6% (n = 230,000); active = well fitted inhibition curve with a large enough effect, not every such curve was filed as active; inconclusive = small, poorly fitted or top-dose-only effect, or another doubt; inactive = no such curve, though single readings can be large or run the other way;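 also: 0% = wells with enzyme and -100% = buffer wells without enzyme; nearly all actives have a fitted effect of over 50% in size; many of its hits are not listed in these tables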
# Target sequence (B2RXH2 1-337 limits assumed): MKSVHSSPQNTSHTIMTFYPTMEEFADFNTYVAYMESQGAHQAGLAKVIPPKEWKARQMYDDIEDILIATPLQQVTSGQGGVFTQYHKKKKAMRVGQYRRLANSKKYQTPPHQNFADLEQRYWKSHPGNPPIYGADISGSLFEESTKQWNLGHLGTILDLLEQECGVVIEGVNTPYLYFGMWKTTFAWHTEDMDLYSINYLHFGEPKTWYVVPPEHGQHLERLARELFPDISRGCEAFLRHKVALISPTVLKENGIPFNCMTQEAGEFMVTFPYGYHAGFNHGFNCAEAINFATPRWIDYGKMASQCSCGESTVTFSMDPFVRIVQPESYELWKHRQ
# SMN2 splice enh – qHTS Assay for Enhancers of SMN2 Splice Variant Expression | AID 1458, 2008 | HEK293 SMN2-luciferase splicing reporter, luminescence, 30-36 h | actives 2.8% (n = 210,000) | Potency, µM (highest dose often 46.1 µM), for the others: top-dose activity change, positive = activation, most hits filed as activators; also: % of control where 0% means no effect; nearly all actives have a fitted effect of over 55% in size
#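 qHTS luciferase splicing reporter: luminescence rises when SMN2 exon 7 is included in transfected HEK293 cells. Compound exposure lasted 30-36 h at 37C, with 4.5 mM final sodium butyrate as control, followed by a ONE-Glo read.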
# Active calls of the source: *; i = inactive; ? = inconclusive; nt = not tested or not shown; & = joins results of further samples; [ ] = dose if it differs, or a comment. Unless noted, calls follow the shape of the dose curve; as a rule, active = well fitted curve in the direction sought with a large enough effect; inconclusive = small, poorly fitted or top-dose-only effect, or another doubt; inactive = no such curve, though single readings can be large; an effect the other way counts as inactive or inconclusive. Potency is read from the fitted curve at half-maximal effect. Not all compounds are listed, so the mix of outcomes need not match the whole.
SMILES,NPSR antag,RGS12 GoLoco inh,IMPase Li inh,RECQ1 helicase,Epigenetic derep,KinaseGlo FLuc,JMJD2E inh,SMN2 splice enh
COc1ccccc1C(=O)C1CCCN(C(=O)c2snnc2C)C1 (stereo unspecified),-13%,-9%,6%,i,-1.1%,nt,-4%,nt
CC#CC[N+](C)(C)CCCCCCCC,14%,11%,nt,-3%,3.2%,nt,-28%,nt
COc1ccc(NC(=O)c2sccc2SCC#N)cc1,-2%[46.1 µM],2%,15%[38.3 µM],-2%,-3.6%,1%,2%,?
COCCNc1nc(SCC(=O)N2CCN(c3ccccc3OC)CC2)nc2ccccc12,-4%[46.1 µM],4%,10%[38.3 µM],0%,2.9%,-5%,-2%,6%
Cc1cc(C)n(C(=O)CNC(=O)COc2ccccc2)n1,3%[46.1 µM],3%,4%[38.3 µM],9%,1.6%,1%,1%,-4%
COc1cc(NC(=O)c2c(Cl)cnn2C)c(OC)cc1Cl,3%,13%,-5%,-17%,-0.2%,-1%,?,nt
COC(=O)c1ccc(C2N=C(c3cccs3)CC(c3ccccc3O)N2)cc1 (stereo unspecified),-22%,1%,0%,-9%,13%,-3%,?,-17%
O=C(Cc1cc(=O)[nH][nH]1)N/N=C/c1ccccc1[N+](=O)[O-],9%,-2%,5%,-4%,-1.1%,1%,4%,-5%
O=CNc1ccccc1,nt,10%,-5%,1%,nt,nt,nt,6%
O=C(O)C(F)(F)C(NCc1ccccc1)c1ccccc1 (stereo unspecified),6%,-6%,nt,4%,0.0%,nt,4%,nt
CCc1c(C)nc2cc(-c3cccs3)[nH]n2c1=O,-11%[46.1 µM],1%,4%[38.3 µM],9%,-0.9%,-10%,?,?
COCCN(C(=O)CSc1nc2ccccc2c(=O)n1CCOC)c1c(N)n(Cc2ccccc2)c(=O)[nH]c1=O,28%,-2%,-13%,-3%,0.3%,nt,6%,nt
Cc1ccc(-n2c(C)cc(C(=O)Cn3nc(C(=O)O)c4ccccc4c3=O)c2C)cc1,-5%[46.1 µM],nt,nt,-12%,0.0%,nt,11%,nt
O=S(=O)(CC(CN1CCCC1)N1CCCC1)c1ccc2ccccc2c1 (stereo unspecified),0%[46.1 µM],11%,9%,i,0.0%,1%,1%,22%
O=C(CCc1ccccc1)Nc1ccc(S(=O)(=O)N2CCCC2)cc1,19%,11%,1%,-14%,-1.0%,2%,-11%,nt
CCOC(=O)c1c(NC(C)=O)sc2c1CCCNC2=O,-13%[46.1 µM],nt,nt,-10%,4.4%,nt,0%,nt
C[C@H](NC(=O)C1(c2ccccc2)CCN(C(=O)[C@H]2CSCN2C(=O)OC(C)(C)C)CC1)C(=O)O,4%[46.1 µM],2%&6%,16%[38.3 µM],8%,-0.7%&-1.1%,-2%,3%&2%,2%
O=C(NC(=O)c1ccncc1)NC(c1ccccc1)c1ccccc1,-22%[46.1 µM],1%,2%[38.3 µM],3%,-1.1%,-3%,-4%,14%
Nc1ccc(N(c2ccccc2)c2ccc(N)cc2)cc1,-10%[46.1 µM],16%,-2%[38.3 µM],-1%,-1.1%,-6%,?,-6%
CC(=O)c1ccc(NC(=O)CSc2nc(C)cc(C)c2C(N)=O)cc1,4%,7%,3%,i,-3.5%,2%,3%,-34%[inhibitor]
N#CC(C(=O)Nc1ccccc1)=C1Nc2ccccc2N1,9%[46.1 µM],9%,29%[38.3 µM],-4%,-0.7%,0%,?,-26%
COC(=O)CSc1nc2ccccc2n1CC(=O)N(C(C)C)C(C)C,-5%[46.1 µM],nt,nt,i,-5.7%,nt,2%,nt
C=CCN(C(=O)CNC(=O)c1ccco1)C(C(=O)NC1CCCCC1)c1ccc(OC)cc1OC (stereo unspecified),-16%[46.1 µM],8%,-9%[38.3 µM],-7%,-1.8%,6%,-2%,-7%
O=[N+]([O-])c1cccc2c3c([nH]c12)CCCC3,-2%,-1%,nt,-9%,0.0%,nt,-10%,nt
O=C(c1ccc(Cn2c(=O)[nH]c3ccsc3c2=O)cc1)N1CCN(c2ccccc2)CC1,-36%,8%,4%,-16%,-0.2%,-1%,3%,1%
# Remaining list, next part
SMILES,NPSR antag,RGS12 GoLoco inh,IMPase Li inh,RECQ1 helicase,Epigenetic derep,KinaseGlo FLuc,JMJD2E inh,SMN2 splice enh
CCC(Sc1nc2ccccc2c2nc3ccccc3n12)C(=O)NCc1ccco1 (stereo unspecified),-3%[46.1 µM],9%,21%[38.3 µM],3%,2.1%,2%,-5%,-10%
C=CCn1c(SCC(=O)Nc2ccc3c(c2)CCC3)nc2ccccc2c1=O,-28%,-2%,7%,-3%,0.0%,3%,5%,-20%
CCNC(=O)CC1C(=O)N(c2ccc(C)cc2)C(=O)N1CCc1sccc1C (stereo unspecified),-4%,-3%,4%,i,-0.9%,-3%,-4%,1%
C1CCOC1,nt,-4%,9%,8%,nt,nt,nt,-2%
CCc1cccc(C)c1NC(=S)N(CCOC)C(C)c1ccco1 (stereo unspecified),-16%,-4%,nt,-6%,4.5%,nt,3%,nt
O=[N+]([O-])c1ccc(NC(=S)N2CCN(c3ccccc3)CC2)cc1,-17%,-3%,13%,-6%,-0.1%,-2%,8%,0%
O=C(CN(CCc1ccccc1)S(=O)(=O)c1ccc(Br)cc1)N/N=C/c1ccc2c(c1)OCO2,-22%,11%,7%,-2%,2.1%,3%,154%[activator],-6%
Cc1ccc(NC(=S)Nc2ccc3cn[nH]c3c2)cc1C,-5%[46.1 µM],nt,nt,-4%,-0.9%,nt,?,nt
CCOc1ccc(C2c3cc(OC)c(OC)cc3CC(=O)N2c2ccc(OC)cc2)cc1 (stereo unspecified),?,-2%,16%[38.3 µM],-1%,-2.2%,-3%,-2%,7%
CC(C)c1nc2cc3ccccc3cc2[nH]1,26%[46.1 µM],-11%,0%[38.3 µM],i,-4.2%,-2%,?,-22%
COc1ccc(C(=O)N2CCn3c2nc2ccccc23)cc1,4%,20%,3%,13%,0.9%,-12%,-12%,?
CCCCOc1ccc(C(=O)Nc2ccc(C)cc2[N+](=O)[O-])cc1,8%,12%,-4%,-2%,-3.0%,-4%,-12%,-27%
CCOc1cc(CNCCc2ccc(S(N)(=O)=O)cc2)ccc1OCc1ccc(Cl)cc1,?,14%,3%[38.3 µM],-3%,-1.5%,2%,-1%,-31%[inhibitor]
O=C(CN1CCN(c2ccc(F)cc2)CC1)NC(=O)NCc1ccco1,-3%,3%,-12%,i,-0.1%,-5%,7%,2%
CCCN(C(=O)c1cc2c(s1)CCC2)c1c(N)n(Cc2ccccc2)c(=O)[nH]c1=O,-2%[7.67 µM],25%,nt,22µM*,-0.3%,nt,-25%,nt
O=C1CN(S(=O)(=O)c2ccc(Cl)cc2)CC(=O)N1CCc1ccccc1,-11%[46.1 µM],-5%,-8%[38.3 µM],-6%,-5.8%,-4%,5%,6%
CC(CC(=O)Nc1ccccc1)n1ccnc1 (stereo unspecified),17%,9%,7%,-3%,-1.2%,0%,?,7%
Cc1ccccc1Oc1ncnc(N)c1[N+](=O)[O-],21%,1%,-13%,-1%,5.4%,3%,-3%,-3%
Cn1c(SCc2cc([N+](=O)[O-])cc3c2OCOC3)nnc1-c1ccccn1,-10%,8%,4%,i,3.6%,-2%,1%,-23%
O=C(O)[C@H]1CCCC[C@H]1C(=O)NCCc1ccccc1,-6%[46.1 µM],2%,-15%[38.3 µM],-6%,5.3%,0%,-7%,-1%
CC(=O)c1ccc(Oc2cnccn2)cc1,18%,-16%,-1%,0%,1.5%,-6%,-4%,0%
C(=C\c1ccccn1)/c1ccccn1,-13%[7.67 µM],7%,nt,-3%,1.1%,nt,-15%,nt
CCOCCCNC(=O)CCCC1=NS(=O)(=O)c2ccccc2N1,5%,-2%,-13%,-1%,-1.0%,6%,-1%,?
COc1ccc(N(C(=O)COc2ccccc2)C2C=CS(=O)(=O)C2)c(OC)c1 (stereo unspecified),1%[46.1 µM],8%,1%[38.3 µM],-1%,0.0%,-1%,3%,-8%
CC(=O)Nc1ccc(C(=O)N/N=C/c2cc(Br)cc(Br)c2O)cc1,-17%,19%,-2%,i,3.0%,4%,-8%,3%
# (further entries)
SMILES,NPSR antag,RGS12 GoLoco inh,IMPase Li inh,RECQ1 helicase,Epigenetic derep,KinaseGlo FLuc,JMJD2E inh,SMN2 splice enh
COc1ccc(NC(=O)C2CCCN(S(=O)(=O)c3cccc4cccnc34)C2)cc1OC (stereo unspecified),-5%[46.1 µM],11%,11%[38.3 µM],-7%,-1.7%,-3%,-1%,-24%
N#CCCN(C1CCCCC1)S(=O)(=O)CCOc1ccccc1,-7%[46.1 µM],-3%,1%[38.3 µM],-1%,-1.0%,-1%,3%,-12%
O=S1(=O)CCN2C(=N1)SC1=C2CCN(Cc2ccccc2)C1,-7%[46.1 µM],1%,3%,i,0.1%,1%,4%,9%
COc1cc(CCNC(=O)c2cnn3ccccc23)cc(OC)c1OC,-9%[46.1 µM],2%,2%[38.3 µM],-4%,1.1%,17%,?,17%
c1ccc(CNc2ncnc3scc(-c4cccs4)c23)nc1,-11%,6%,32%[activator],13%,-1.4%,-2%,-3%,-80%[inhibitor]
CSc1ccc(CN2CCN(Cc3ccc([N+](=O)[O-])cc3)CC2)cc1,-30%,2%,23%,9%,-1.2%,0%,?,-91%[inhibitor]
COc1ccc(NC(=O)CO/N=C2\CCCc3nonc32)cc1,-2%[46.1 µM],12%,-1%,0%,0.0%,2%,0%,-13%
N[C@H](Cc1c[nH]c2ccccc12)C(=O)O,nt,5%,2%,-11%,-2.4%&1.1%,-1%,nt,-3%
CC12CCC(C(=O)N3CCN(c4ncccn4)CC3)(c3nc4ccccc4nc31)C2(C)C (stereo unspecified),?,1%,12%[38.3 µM],i,-1.0%,3%,-5%,24%
C=CCSC1=N/C(=C/c2ccsc2)C(=O)N1c1ccccc1,-18%,5%,17%,-9%,0.0%,-2%,-10%,-2%
O=C(CNc1cccc2ccccc12)N/N=C/c1ccccn1,12%,-4%,nt,13%,-1.6%,nt,?,nt

# Source: PubChem (National Center for Advancing Translational Sciences (NCATS))
